RXFP1 antagonist: RXFP1 (human) relaxin receptor antagonism | activity change, negative = inhibition, % at 57.5 µM | HEK293-RXFP1, relaxin-stimulated cAMP HTRF, 30 min; hits give low values | Q9HBX9 | actives 0.59% (n = 350,000);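 active means activity change of -60% or lower, but not beyond a set lower limit; inconclusive means change between -60% and -40%, or beyond the set limit; inactive means change above -40%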
Target sequence (Q9HBX9 whole entry, looked up): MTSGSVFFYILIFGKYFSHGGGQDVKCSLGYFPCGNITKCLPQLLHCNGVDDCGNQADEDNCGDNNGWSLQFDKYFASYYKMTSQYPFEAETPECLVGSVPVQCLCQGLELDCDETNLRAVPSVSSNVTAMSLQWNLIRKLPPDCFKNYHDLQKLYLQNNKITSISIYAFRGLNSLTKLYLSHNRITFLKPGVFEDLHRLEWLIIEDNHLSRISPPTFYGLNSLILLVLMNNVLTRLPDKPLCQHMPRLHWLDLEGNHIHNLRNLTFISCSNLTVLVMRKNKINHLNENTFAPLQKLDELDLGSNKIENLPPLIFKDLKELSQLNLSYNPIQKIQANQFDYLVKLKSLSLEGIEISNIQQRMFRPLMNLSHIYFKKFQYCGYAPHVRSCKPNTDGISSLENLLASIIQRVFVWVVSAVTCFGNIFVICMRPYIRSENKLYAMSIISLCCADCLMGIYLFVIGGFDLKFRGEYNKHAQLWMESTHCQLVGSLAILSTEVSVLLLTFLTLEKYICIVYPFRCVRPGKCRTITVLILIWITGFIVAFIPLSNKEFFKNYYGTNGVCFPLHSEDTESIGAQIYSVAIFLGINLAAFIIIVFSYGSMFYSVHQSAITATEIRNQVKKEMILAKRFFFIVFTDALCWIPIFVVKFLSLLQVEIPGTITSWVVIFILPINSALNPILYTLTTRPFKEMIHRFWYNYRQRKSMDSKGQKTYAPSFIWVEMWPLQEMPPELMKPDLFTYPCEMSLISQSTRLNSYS
An asterisk follows results filed as active. On the % scale 0 is the no-effect control and ±100 the full control effect. A portion of the library; the hit share may differ from the screen's.

What do the screens show for `COc1cc(NS(=O)(=O)c2ccc(NC(=S)NC(C)=O)cc2)nc(OC)n1`?
RXFP1 antagonist: 1

What do the screens show for `Cc1nc(N/N=C/c2cccnc2)cc(N2CCOCC2)n1`?
RXFP1 antagonist: -2

How did CCN(CC)C(=O)C1=C(C)N(CCCOC)C(=O)C(CC(=O)NC2CC2)C1 (stereo not drawn) do in these assays?
RXFP1 antagonist: 3

Results for Fc1ccc(N2CCN(c3ncnc4c3nnn4Cc3ccccc3Cl)CC2)cc1 ?
RXFP1 antagonist: -17

Results for O=C(COC(=O)c1cc(S(=O)(=O)N2CCOCC2)ccc1Cl)NC1CCCCC1 ?
RXFP1 antagonist: 5

Results for C[C@@H]1CN([C@@H](C)CO)C(=O)c2cc(NC(=O)c3ccccc3)ccc2O[C@@H](C)CCCCO[C@@H]1CN(C)S(=O)(=O)c1ccc(F)cc1 ?
RXFP1 antagonist: 2

How did COc1ccc(N2CCN(C(=O)[C@H](C)N3C(=O)C4CC=CCC4C3=O)CC2)cc1 (stereo partly drawn) do in these assays?
RXFP1 antagonist: -14

What do the screens show for `O=C(CN1c2cccc3cccc(c23)S1(=O)=O)Nc1ccccc1Br`?
RXFP1 antagonist: 3

How did Cc1ccc(-c2cc(C(=O)N3CCN(c4ccc(O)cc4)CC3)c3ccccc3n2)cc1 do in these assays?
RXFP1 antagonist: 6

Results for O=S(=O)(c1cccc(F)c1)N1CCN(c2nc(-c3cccnc3)nc3ccccc23)CC1 ?
RXFP1 antagonist: 4

Results for Cc1sc2nc(SCC(=O)Nc3cccc(S(N)(=O)=O)c3)[nH]c(=O)c2c1C ?
RXFP1 antagonist: -7

How did CCCC(=O)Nc1cc(OC)c(NC(=S)Nc2cccc(C)c2)cc1OC do in these assays?
RXFP1 antagonist: -1

What do the screens show for `C=CCN(c1ccc(F)cc1)S(=O)(=O)c1cc(C(=O)NC2CC2)ccc1Cl`?
RXFP1 antagonist: 9

Results for CC12CCC(=O)N1C(C(=O)NCCc1ccc(F)cc1)CS2 (stereo not drawn) ?
RXFP1 antagonist: 3

What do the screens show for `CC(C)COc1ccc(C(=O)OCC(=O)NCc2cccs2)cc1`?
RXFP1 antagonist: -18

Results for NCC[C@H](O)C(=O)N[C@@H]1C[C@H](N)[C@@H](O[C@H]2O[C@H](CN)[C@@H](O)[C@H](O)[C@@H]2O)[C@H](O)[C@@H]1O[C@H]1O[C@H](CO)[C@@H](O)[C@H](N)[C@@H]1O ?
RXFP1 antagonist: -7

Results for CN(CC(=O)Nc1cccc(F)c1)CC(=O)Nc1cccc(S(=O)(=O)N(C)c2ccccc2)c1 ?
RXFP1 antagonist: -9

How did CSc1ncccc1C(=O)OCCCC(=O)c1ccc(F)cc1 do in these assays?
RXFP1 antagonist: -24

Results for CC12CCCCC1=CC(=O)CC2 (stereo not drawn) ?
RXFP1 antagonist: -6

How did CN(CC(=O)Nc1cccc(F)c1)CC(=O)Nc1cccc2ccccc12 do in these assays?
RXFP1 antagonist: 1

How did O=C1NCCNC1c1ccccc1 (stereo not drawn) do in these assays?
RXFP1 antagonist: -1

What do the screens show for `O=C(Nc1ccc(S(=O)(=O)N2CCOCC2)cc1)C1CCN(S(=O)(=O)c2ccc(Cl)cc2)CC1`?
RXFP1 antagonist: -9

Results for CN(C(=O)COC(=O)c1cccc(S(=O)(=O)N2CCCCCC2)c1)c1ccccc1 ?
RXFP1 antagonist: 2

Results for COc1cccc(S(=O)(=O)N(C)C[C@H]2OCc3cnnn3CCCC(=O)N([C@@H](C)CO)C[C@H]2C)c1 ?
RXFP1 antagonist: -1

What do the screens show for `CCN(CC)CCNC(=O)c1ccc(NC(=O)c2cccc(S(=O)(=O)N(C)C3CCCCC3)c2)cc1`?
RXFP1 antagonist: -9

Results for C[C@H](CO)N1C[C@H](C)[C@H](CN(C)C(=O)c2ccccc2)Oc2cc(Br)ccc2S1(=O)=O ?
RXFP1 antagonist: 4

How did Brc1ccc(-c2nnc(-c3cccnc3)c3conc23)cc1 do in these assays?
RXFP1 antagonist: -3

How did COc1ccc(OC)c(C(=O)CCCCC(=O)c2cc(OC)ccc2OC)c1 do in these assays?
RXFP1 antagonist: 2

How did Cc1ccc(CNC(=O)c2ccc(S(=O)(=O)N3CCCCCC3)cc2)cc1 do in these assays?
RXFP1 antagonist: -2

Results for CN(C(=O)Nc1cccc([N+](=O)[O-])c1)c1ccccc1 ?
RXFP1 antagonist: 5

Results for O=S(=O)(c1ccc(=S)[nH]c1)N1CCN(Cc2ccccc2)CC1 ?
RXFP1 antagonist: -66*

Results for Cc1ccc([C@H]2N[C@]3(CCCN(Cc4ccco4)C3=O)[C@H]3C(=O)N(Cc4ccccc4)C(=O)[C@@H]23)cc1 ?
RXFP1 antagonist: 13

Results for Cc1ccc2c(c1)S(=O)(=O)c1ccc3ccccc3c1N2 ?
RXFP1 antagonist: -2

How did COc1ccc(C(=O)N2C=Cc3ccccc3C2C#N)cc1 (stereo not drawn) do in these assays?
RXFP1 antagonist: 0

Results for COc1ccc(CNC(=O)C2CCCC2)cc1 ?
RXFP1 antagonist: 17

Results for C[C@H](CO)N1C[C@H](C)[C@H](CN(C)C(=O)Nc2ccccc2)OCc2cnnn2CCCC1=O ?
RXFP1 antagonist: 4

What do the screens show for `CCOC(=O)c1c(C)[nH]c(C)c1C(=O)COC(=O)CCc1ccccc1`?
RXFP1 antagonist: 8

What do the screens show for `CC(C)(C)c1ccc(-n2ncc3c2CCCC3NC(=O)c2ccncc2)cc1` (stereo not drawn)?
RXFP1 antagonist: -11

How did COc1cc(OC)cc(C(=O)N[C@H](C(=O)OCC(=O)c2ccc(C)c([N+](=O)[O-])c2)C(C)C)c1 do in these assays?
RXFP1 antagonist: -6

What do the screens show for `CCOC(=O)Cc1csc(SCC(=O)N2CCN(c3ccccc3)CC2)n1`?
RXFP1 antagonist: -25

Results for N#CCSc1ccccc1NC(=O)CN1C(=O)C(=O)N(Cc2ccccc2)C1=O ?
RXFP1 antagonist: -8

What do the screens show for `CC(=O)c1cc2c(cc1NC(=O)CN(C)S(=O)(=O)c1cccs1)OCO2`?
RXFP1 antagonist: -6

Results for CCN(C(=O)COC(=O)c1ccccc1O)c1nc2ccccc2s1 ?
RXFP1 antagonist: inconclusive

What do the screens show for `CCc1cccc(CC)c1N1C(=O)C2=C(SCCCS2)C1=O`?
RXFP1 antagonist: -3

What do the screens show for `O=C(COc1ccc(Cl)cc1Cl)NCCN1CCCC1`?
RXFP1 antagonist: 3

Results for COc1ccc(C2c3cc(OC)c(OC)cc3CC3C(=O)OCC32)cc1OC (stereo not drawn) ?
RXFP1 antagonist: 2

Results for O=C1/C(=C/c2ccccc2)CN(C(=O)CCN2CCOCC2)C/C1=C\c1ccccc1 ?
RXFP1 antagonist: inconclusive

What do the screens show for `O=C(CN1CCN(Cc2ccccc2)CC1)Nc1cccc(Cl)c1Cl`?
RXFP1 antagonist: -5

Results for Cc1ccc(S(=O)(=O)N(C)CC(=O)OCC(=O)NCCc2ccc(S(N)(=O)=O)cc2)cc1 ?
RXFP1 antagonist: -13

Results for O=C(COC(=O)c1c(F)cccc1F)Nc1cccc(S(=O)(=O)N2CCCCC2)c1 ?
RXFP1 antagonist: -2

How did COc1cccc(Nc2ncnc3ccc(Br)cc23)c1 do in these assays?
RXFP1 antagonist: -3

What do the screens show for `COc1ccc([C@H]2N[C@]3(CCCN(Cc4ccco4)C3=O)[C@H]3C(=O)N(C)C(=O)[C@@H]23)cc1`?
RXFP1 antagonist: 5

Results for O=C(COC(=O)c1ccccc1O)NC(c1ccccc1)c1ccccc1 ?
RXFP1 antagonist: -8

Results for Cc1noc(NS(=O)(=O)c2ccc(NS(=O)(=O)c3ccc(Cl)cc3)cc2)c1C ?
RXFP1 antagonist: 7

Results for COc1ccc(COCC(O)CN2CCN(S(=O)(=O)c3c(F)cccc3F)CC2)cc1OC (stereo not drawn) ?
RXFP1 antagonist: -1

Results for O=C(COc1ncnc2ccccc12)NC1CCCC1 ?
RXFP1 antagonist: 6

Results for CN(C)c1ncnc2c1ncn2CCn1cnc2c(N(C)C)ncnc21 ?
RXFP1 antagonist: -12

Results for CN(C)c1cc2c3ccccc3n(C)c2cc1N ?
RXFP1 antagonist: -25

Results for NC(=O)c1ccc(=O)n(C2OC(CO)C(O)C2O)c1 (stereo not drawn) ?
RXFP1 antagonist: 2

How did COc1ccc(NC(=O)COC(=O)c2ccc3ccccc3n2)cc1OC do in these assays?
RXFP1 antagonist: -6

Entries shown so far that contain a Cl atom (7):
Results for Fc1ccc(N2CCN(c3ncnc4c3nnn4Cc3ccccc3Cl)CC2)cc1 ?
RXFP1 antagonist: -17

Results for O=C(COC(=O)c1cc(S(=O)(=O)N2CCOCC2)ccc1Cl)NC1CCCCC1 ?
RXFP1 antagonist: 5

What do the screens show for `C=CCN(c1ccc(F)cc1)S(=O)(=O)c1cc(C(=O)NC2CC2)ccc1Cl`?
RXFP1 antagonist: 9

What do the screens show for `O=C(Nc1ccc(S(=O)(=O)N2CCOCC2)cc1)C1CCN(S(=O)(=O)c2ccc(Cl)cc2)CC1`?
RXFP1 antagonist: -9

What do the screens show for `O=C(COc1ccc(Cl)cc1Cl)NCCN1CCCC1`?
RXFP1 antagonist: 3

What do the screens show for `O=C(CN1CCN(Cc2ccccc2)CC1)Nc1cccc(Cl)c1Cl`?
RXFP1 antagonist: -5

Results for Cc1noc(NS(=O)(=O)c2ccc(NS(=O)(=O)c3ccc(Cl)cc3)cc2)c1C ?
RXFP1 antagonist: 7

The listing picks up, repeating the 2 entries before the break.
Results for NC(=O)c1ccc(=O)n(C2OC(CO)C(O)C2O)c1 (stereo not drawn) ?
RXFP1 antagonist: 2

How did COc1ccc(NC(=O)COC(=O)c2ccc3ccccc3n2)cc1OC do in these assays?
RXFP1 antagonist: -6

How did CC1CCC2(CC1)NC(=O)N(CC(=O)NCCc1ccccc1)C2=O (stereo not drawn) do in these assays?
RXFP1 antagonist: 7

Results for C[C@H](CO)N1C[C@H](C)[C@@H](CN(C)S(=O)(=O)c2ccc(Cl)cc2)OCc2cnnn2CCCC1=O ?
RXFP1 antagonist: -3

Results for Cc1ccc(NC(=O)COC(=O)c2ccc(-n3nc(C)cc3C)cc2)c(F)c1 ?
RXFP1 antagonist: -8

Results for CCN(CC)CC(=O)Nc1c(C)cccc1C(=O)OC ?
RXFP1 antagonist: 3

Results for CC(=NN=C(C)c1ccc(O)cc1)c1ccc(O)cc1 ?
RXFP1 antagonist: inconclusive

How did O=C(C1=C(O)C(=O)N(CCN2CCOCC2)C1c1ccccc1)c1cccs1 (stereo not drawn) do in these assays?
RXFP1 antagonist: -1

Results for Cc1ccc([C@H]2C[C@@H](O)[C@H](n3cc(C4CC4)nn3)CN2C(=O)c2cccs2)cc1 ?
RXFP1 antagonist: 2

Results for O=c1oc2ccccc2n1Cc1cccc(C(F)(F)F)c1 ?
RXFP1 antagonist: 0

How did c1ccc(CNC2CC3CCC2C3)cc1 (stereo not drawn) do in these assays?
RXFP1 antagonist: 4

How did O=C1NC(=O)C2(CCCCC2C2CCCCC2)N1 (stereo not drawn) do in these assays?
RXFP1 antagonist: -13

What do the screens show for `O=C(O)c1ccc(OCCCOc2ccc(C(=O)O)cc2)cc1`?
RXFP1 antagonist: 8

Results for COc1ccc(CN(C)C(=O)C2CSC3(C)CCC(=O)N23)c(OC)c1 (stereo not drawn) ?
RXFP1 antagonist: 0

How did CCCCn1c(N)c(N(C)C(=O)CCCn2c(=O)oc3ccccc32)c(=O)[nH]c1=O do in these assays?
RXFP1 antagonist: -2

What do the screens show for `CCOc1cc(N2CCOCC2)c(OCC)cc1NC(=O)COC(=O)c1c(CC)noc1C`?
RXFP1 antagonist: 6

How did CCOC(=O)c1ccc2[nH]c(C)c(CN3CCN(C)CC3)c(=O)c2c1 do in these assays?
RXFP1 antagonist: 0

Results for COc1ccc([C@H]2C[C@@H](n3cc(COC(=O)c4ccccc4)nn3)[C@H](O)CN2C(=O)c2cccs2)cc1 ?
RXFP1 antagonist: 7

What do the screens show for `COc1cc(/C=C/c2ccccc2)cc(OC)c1`?
RXFP1 antagonist: -20

What do the screens show for `Nc1ccc(/C=C/c2ccc(N)cc2S(=O)(=O)O)c(S(=O)(=O)O)c1`?
RXFP1 antagonist: -7

How did COc1ccc(C(=O)COC(=O)C2COc3ccccc3O2)c(OC)c1 (stereo not drawn) do in these assays?
RXFP1 antagonist: 3

Results for O=C(CSc1ncc(C(F)(F)F)cc1Cl)N1CCNC1=O ?
RXFP1 antagonist: 11

What do the screens show for `ON=C1c2ccccc2-c2cc(Br)ccc21`?
RXFP1 antagonist: -19

How did O=C1C2CCCCN2C(=O)N1CCN1CCN(c2ccc(F)cc2)CC1 (stereo not drawn) do in these assays?
RXFP1 antagonist: 8

Results for O=C(NCc1nnnn1-c1ccc(Cl)cc1)c1ccc([N+](=O)[O-])o1 ?
RXFP1 antagonist: -1

Results for COc1ccc(CN2CCN(C(=O)c3ccc4c(c3)CCC4)CC2)cc1OC ?
RXFP1 antagonist: -13

How did O=c1ccncn1C1OC(CO)C(O)C1O (stereo not drawn) do in these assays?
RXFP1 antagonist: -1

Results for Cc1cc(C(=O)OCC(=O)N2CCC(C)CC2)c2ccccc2n1 ?
RXFP1 antagonist: -5

What do the screens show for `CN(C)c1cccc(C(=O)NNC(=O)CN2C(=O)C3CC=CCC3C2=O)c1` (stereo not drawn)?
RXFP1 antagonist: -1

What do the screens show for `Cn1cccc1C(=O)Nc1ccc(N2CCOCC2)cc1`?
RXFP1 antagonist: 3

Results for COc1ccc(CCNC(=O)c2cc(-c3ccco3)nc3ccccc23)cc1 ?
RXFP1 antagonist: -26

How did CCN(CCS(=O)(=O)c1ccc(Cl)cc1)Cc1nc2ccccc2c(=O)[nH]1 do in these assays?
RXFP1 antagonist: -4

What do the screens show for `O=C(O)C(=Cc1ccccc1[N+](=O)[O-])c1ccc2c(c1)OCO2`?
RXFP1 antagonist: 9

How did CC(C)CC1(C)NC(=O)N(CC(=O)Nc2ccc3c(c2)OCCO3)C1=O (stereo not drawn) do in these assays?
RXFP1 antagonist: 5

Screens: PubChem, National Center for Advancing Translational Sciences (NCATS)
